West Nile virus CPE: inhibition of WNV-induced cytopathic effect – cell-based, CPE readout (AID 1621); West Nile virus-infected cells, CPE inhibition; higher % means a stronger effect; one-dose CPE inhibition, % at 10 µM; IC50 in µM for titrated hits; 290,000 tested, 0.02% active; in the data active means a potency from the dose series; further: strong numbers were not always called active
NTR1 ag: agonists of NTR1, primary screen, imaging, U2OS cells, beta-arrestin-GFP, high content (AID 493036); P30989; NTR1-U2OS beta-arrestin-GFP spot imaging, agonist mode; activation, % at 20 µM; 330,000 tested, 0.17% active;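 active means activation at or above 40% of the spot to cytoplasm intensity ratio, with at least 20 cells analyzed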;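 further: 0% = DMSO without peptide and 100% = 100 nM NTR1 peptide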
Target sequence (P30989 whole entry, looked up): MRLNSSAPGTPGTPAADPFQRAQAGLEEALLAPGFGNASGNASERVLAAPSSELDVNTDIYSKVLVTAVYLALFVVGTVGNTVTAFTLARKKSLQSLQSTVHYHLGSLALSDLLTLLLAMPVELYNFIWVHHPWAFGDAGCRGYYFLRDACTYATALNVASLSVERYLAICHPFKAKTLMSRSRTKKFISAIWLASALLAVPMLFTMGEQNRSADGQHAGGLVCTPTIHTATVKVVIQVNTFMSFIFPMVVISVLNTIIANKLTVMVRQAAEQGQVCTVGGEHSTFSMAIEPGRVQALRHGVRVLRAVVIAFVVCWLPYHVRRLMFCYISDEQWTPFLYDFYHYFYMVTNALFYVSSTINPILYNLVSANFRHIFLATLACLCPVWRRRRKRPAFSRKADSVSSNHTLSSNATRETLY
KOR beta-arrestin-1: KOR agonists, beta-arrestin recruitment, primary screen, cell-based, luminescence, uHTS (AID 1777); 280,000 tested, 0.02% active; KOR beta-arrestin recruitment, luminescence; higher % means a stronger effect; one-dose activation, % at 10 µM; EC50 in µM for titrated hits; in the data active means activation above about 50%, passing the limit was not always enough; further: a part of the inactive calls stands beside numbers as strong as those of hits
GPR55 activation: selective activators of receptor GPR55 – imaging, U2OS cells, beta-arrestin-GFP redistribution, primary screen (AID 1961); 290,000 tested, 0.048% active; activation, % at 10 µM; hits with a dose series show EC50 in µM; U2OS GPR55 beta-arrestin-GFP redistribution imaging; higher % means a stronger effect;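 active means activation above 40% with more than 50 cells counted in the well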;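 further: U2OS osteosarcoma cells stably expressing GPR55 and beta-arrestin-GFP; plate controls were DMSO negative control for no effect and LPI positive control for full effect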
GPR35 antagonists: inhibition of zaprinast-stimulated GPR35 beta-arrestin translocation – imaging, U2OS, beta-arrestin-GFP, zaprinast agonist, primary screen (AID 2058); one-dose inhibition, % at 10 µM; IC50 in µM for titrated hits; U2OS GPR35 beta-arrestin-GFP translocation imaging, zaprinast antagonism; higher % means a stronger effect; 290,000 tested, 0.052% active;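 active means inhibition of at least 50% with at least 30 cells and total cytoplasm GFP at most 10,000,000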
Salmonella PhoP GFP: inhibitors of PhoP regulon expression, primary screen, Salmonella Typhimurium, GFP reporter (AID 1863); S. Typhimurium PhoP-regulated promoter GFP reporter, 4 h; higher % means a stronger effect; 300,000 tested, 0.16% active; one-dose inhibition, % at 50 µM; IC50 in µM for titrated hits;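 active means inhibition over 29.93%, a cutoff 3 SD above the screen mean, later confirmed by dose response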;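 further: 0% = low Mg2+ inducing control and 100% = high Mg2+ repressing control; strong numbers were not always called active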
KOR beta-arrestin-2: kappa opioid receptor blockers – cell-based, luminescence, uHTS (AID 1778); one-dose inhibition, % at 10 µM; IC50 in µM for titrated hits; 290,000 tested, 0.091% active; KOR beta-arrestin recruitment, luminescence, antagonist mode; higher % means a stronger effect; in the data active means inhibition above about 50%; further: strong numbers were not always called active
GPR55 antagonists: GPR55 antagonists blocking LPI-driven arrestin recruitment, primary screen, imaging, U2OS, beta-arrestin-GFP, LPI agonist (AID 2013); U2OS GPR55 beta-arrestin-GFP translocation imaging, LPI antagonism; higher % means a stronger effect; inhibition, % at 10 µM, or IC50 in µM where a hit was titrated; 290,000 tested, 0.13% active;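 active means spots per cell inhibited over 60%, with over 100 cells counted and total cytoplasm intensity under 500,000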;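 further: U2OS cells stably carrying GPR55 and arrestin-GFP stimulated by 5 µM LPI near EC80; imaged beta-arrestin-GFP aggregate spots per cell after agonist stimulation; plate controls were LPI-stimulated DMSO wells for no effect and DMSO wells without LPI for full effect; some results filed as inactive read as strong as hits; confirmed hits need IC50 under 10 µM and bright autofluorescent wells are also inconclusive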
T cell modulator: modulates CD8 T cell binding to vesicles. AID 2052. calls only at 7 µM. 330,000 tested, 0.068% active. 2C CD8+ T cell-vesicle binding, flow cytometry; active compounds read low;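 active means response, share of CD8 T cells binding vesicles, and their 90th percentile fluorescence all below set limits, cut at about 80% in these data, passing the limit was not always enough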
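incubation = binding step 1.5 h, 37 °C, antibody labelling 20 min, ice | test system = 2C mouse CD8+ T cells | read-out basis = percent CD8+ FL2 mean versus row control | controls = Peptide-free naked vesicles (low) and QL9 vesicles with 0.7% DMSO vehicle (high) | detection = flow cytometry of vesicle-bound cells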
T cell modulator vesicle-bound %: also measured in T cell modulator; calls as there; double positive events, %; measured here: CD8+ vesicle-bound cell fraction;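 binding gate set so that unloaded-vesicle control wells show 10% double positive cells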
NTR1 ag cell count 20 µM: also measured in NTR1 ag; calls as there; cell count; measured here: cell count, cytotoxicity flag
* = called active by the depositor; i = inactive; nt = no result given; [ ] = remark or other dose.

Values run as follows: West Nile virus CPE | NTR1 ag | NTR1 ag cell count 20 µM | KOR beta-arrestin-1 | GPR55 activation | GPR35 antagonists | Salmonella PhoP GFP | KOR beta-arrestin-2 | GPR55 antagonists | T cell modulator | T cell modulator vesicle-bound %
COc1cccc(-c2nn(-c3ccccc3)cc2/C=C\C(=O)c2cccs2)c1
  1.0% | 5.1 | 29 | -2.6% | 1.0% | 1% | 2% | -10% | 11% | i | 50
COc1cc(C=O)ccc1OCCOCCOc1ccc(Cl)cc1
  -0.1% | -0.8 | 68 | 5.2% | 1.1% | -5% | -1% | -46% | -16% | i | 1
CC1CCCCN1c1ncnc(N)c1[N+](=O)[O-] (centres undefined)
  -0.2% | 1.9 | 59 | 2.1% | 1.9% | 9% | 6% | -30% | -2% | i | 17
COc1ccc(N(C)S(=O)(=O)c2ccc(Cl)c(C(=O)NCCc3ccc(Cl)cc3)c2)cc1
  -1.6% | 3.3 | 102 | -3.6% | 0.2% | -7% | -12% | -33%[20 µM] | 6% | i | 54
CCOC(=O)N1CCC(N(CCN(C)C)C(=S)Nc2ccc(OCC)cc2)CC1
  -0.5% | -0.2 | 52 | -2.0% | 0.6% | -9% | 1% | -28% | 3% | i | 53
COc1ccccc1NC(=O)COc1ccccc1C(=O)Nc1ccccc1
  -0.8% | 2.7 | 67 | -1.6% | -0.1% | -9% | -3% | -9%[20 µM] | 2% | i | 25
Cc1ccc(C(=O)N2CC(=O)NC(=O)C2)cc1
  -1.2% | 0.0 | 73 | 0.3% | 0.3% | 6% | 3% | -31%[20 µM] | 6% | i | 27
Cc1nc(Nc2ccccc2Cl)sc1C(=O)Nc1ccccc1
  -1.6% | 3.8 | 49 | -1.7% | -0.1% | 3% | 6% | 6% | 12% | i | 48
CCN(CC)S(=O)(=O)c1ccc(C(=O)NC(C)(C)C)cc1
  0.0% | -0.1 | 40 | -4.5% | -0.2% | -4% | -5% | -1% | 0% | i | 11
CC1(NC(=O)N2CCCCC2)CCS(=O)(=O)C1 (centres undefined)
  0.4% | 6.5 | 49 | 1.8% | 0.0% | -6% | -5% | -9% | 9% | i | 19
CCc1nc(SCC(=O)Nc2nc3c(s2)CCCC3)c2ccccc2n1
  -0.9% | 8.6 | 84 | 4.8% | -0.1% | -3% | -3% | -21% | -22% | i | 49
COc1cccc(NC(=O)N2CCCc3ccccc32)c1
  -0.2% | -0.3 | 79 | -3.0% | 0.2% | 11% | -7% | -26%[20 µM] | -1% | i | 58
COCCCNC(=O)c1cccc(C(=O)NCCCOC)c1
  -0.1% | 1.2 | 70 | 20% | -0.2% | -5% | -9% | 16% | -9% | i | 57
Cc1ncc([N+](=O)[O-])n1CCOC(=O)c1ccccc1
  -0.2% | -0.8 | 35 | 6.1% | -0.1% | 4% | -5% | 33% | 0% | i | 36
COc1cc(OC)c(/C=N/NC(=O)c2ccncc2)cc1Br
  -0.1% | 1.8 | 45 | -2.1% | 0.0% | 6% | -3% | 22% | -3% | i | 56
Cc1cccc(C)c1NC(=O)CCCn1nc(C)c2c(C)n(-c3ccccc3)nc2c1=O
  -0.6% | -0.2 | 59 | 2.0% | 0.3% | -9% | -2% | 4% | 17% | i | 46
Cc1ccc2[nH]c3c(=O)n(CCN4CCNCC4)cnc3c2c1
  -0.2% | -2.4 | 88 | -0.6% | 0.1% | 1% | -1% | -70% | -2% | i | 12
c1csc(-c2nnc(NC3CCCCC3)c3ccccc23)c1
  0.7% | 3.9 | 43 | -2.5% | -0.1% | -4% | -1% | 22% | 20% | i | 52
O=C(NCCc1ccccc1)c1cc(-c2ccco2)on1
  1.6% | 1.4 | 81 | -6.2% | 0.7% | 7% | -8% | 6% | -10% | nt | nt
CC(C)(C)NC(=O)CSc1nncn1NCc1c(Cl)cccc1Cl
  -0.3% | -0.1 | 58 | -6.2% | -0.2% | -4% | 4% | 14% | 5% | i | 22
Cn1c(SCC(=O)N/N=C/C=C/c2ccco2)nc2ccccc21
  0.3% | 0.2 | 57 | 3.1% | 0.5% | -8% | 5% | 23% | -6% | i | 53
COc1ccc(C2(c3ccc(OC)cc3)NC(=O)N(Cn3nnc4ccccc4c3=O)C2=O)cc1
  -0.4% | -0.3 | 82 | 0.8% | -0.2% | -11% | 8% | 8% | -3% | i | 30
CSc1nc2sc3c(c2c(=O)n1C)CCC3
  -1.1% | 3.3 | 52 | -0.7% | -0.2% | 8% | 0% | 5% | 7% | i | 42
CCn1c(O)c(C(C#N)=C2N=c3ccccc3=N2)c2ccccc21
  0.5% | 11 | 64 | -1.2% | -0.1% | -13% | -1% | 9% | 24% | i | 23
Fc1ccc(NC(=S)N2CCOCC2)c(F)c1
  -0.1% | 0.1 | 59 | 5.3% | 0.0% | 0% | 3% | 5% | 3% | i | 6
COc1ccccc1CNc1ncccn1
  0.1% | 1.9 | 69 | 3.4% | -0.4% | -10% | -6% | -33%[20 µM] | 2% | i | 54
CC(NC(=O)c1ccccc1NC(=O)c1ccco1)C(=O)O (centres undefined)
  0.3% | -1.0 | 71 | -4.5% | -0.4% | 0% | 5% | -13% | 16% | i | 52
COc1ccc(-c2csc(NC(=O)COC(=O)Cc3ccc(Cl)cc3Cl)n2)cc1
  -0.3% | 8.4 | 65 | -2.0% | 0.0% | 8% | 0% | -8% | 6% | i | 51
COc1ccc(CCNC(C)C(=O)Nc2ccc(S(N)(=O)=O)cc2)cc1 (centres undefined)
  -0.7% | -0.4 | 69 | -4.5% | 0.6% | 5% | 7% | -16% | 1% | i | 63
COc1ccc(OC)c(NC(=O)CCCC(=O)NC2CCCCC2)c1
  0.0% | -0.3 | 52 | -4.7% | 1.5% | -11% | -7% | 4% | 12% | i | 48
c1ccc(CCc2ccccc2-c2nc(-c3ccccn3)no2)cc1
  -0.4% | 14 | 45 | -2.4% | -0.2% | 1% | 5% | 21% | 1% | i | 27
Cc1cccc(Nc2nnc(SCC(=O)Nc3cccc(S(=O)(=O)N4CCCCC4)c3)s2)c1
  -0.3% | 5.7 | 59 | 4.6% | -0.3% | 10% | -1% | 10% | 10% | i | 30
CC(C)N(NC(=O)c1cccc2ccccc12)C(C)C
  -0.1% | -0.6 | 49 | -6.9% | -0.3% | 12% | -1% | 4% | 5% | i | 40
COC(C/C=C/[C@@H](O)COCc1ccccc1)OC
  -0.7% | -4.3 | 72 | 4.1% | -0.1% | 14% | -4% | 7% | -10% | i | 23
COCCCNC(=O)CSc1ccsc1[N+](=O)[O-]
  -1.1% | -0.9 | 77 | -3.1% | 0.2% | 3% | -1% | -20% | 7% | i | 57
Nc1nonc1-n1nnc(C(=O)N/N=C/c2c(Cl)cccc2Cl)c1CN1CCOCC1
  0.3% | 0.7 | 28 | 1.6% | nt | -3% | 5% | -15% | -6% | i | 21
COc1cc2cc(C(=O)N3CCN(Cc4ccc5c(c4)OCO5)CC3)[nH]c2cc1OC
  0.1% | -0.7 | 54 | -0.5% | -0.1% | 1% | -3% | -70% | -20% | i | 30
COc1nnc(-c2ccc(N3CCOCC3)c(NC(=O)c3ccco3)c2)c2ccccc12
  0.9% | 2.6 | 48 | 0.2% | 0.5% | -4% | 10% | 30% | 5% | i | 26
CCC(Oc1ccc(C)c(C)c1)C(=O)N1CCCN(C)CC1 (centres undefined)
  -0.3% | -0.9 | 65 | -2.8% | -0.1% | -10% | 2% | -1% | 9% | i | 52
Cc1nc([N+](=O)[O-])cn1CC(=O)Nc1ccc2c(c1)OCO2
  0.8% | -1.8 | 84 | 0.3% | 0.1% | -6% | 3% | -14% | 11% | i | 58
O=C(c1ccncc1)N1N=C(c2ccc(Cl)cc2)CC1c1ccccc1O (centres undefined)
  -0.7% | 2.1 | 58 | 13% | -0.4% | 5% | 9% | -25% | -1% | i | 32
Cc1ccccc1NC(=O)Cc1nnc(SCC(=O)NC2=NCCS2)n1C
  0.1% | -0.3 | 53 | -1.6% | 0.6% | -12% | 4% | 18% | 1% | i | 13
CCCCCCCCCOC(=O)C[n+]1csc(CCO)c1C
  0.5% | 0.5 | 34 | -4.1% | -0.2% | 8% | 6% | -17% | -4% | i | 52
COc1ccc(NC(=O)Nc2cccs2)cn1
  1.2% | nt | nt | -0.6% | -0.3% | 0% | 0% | 1% | 0% | i | 24
O=C(CN1CCC(n2nnc3cc(C(F)(F)F)ccc32)CC1)Nc1ccc2c(c1)OCCO2
  -0.6% | -1.5 | 74 | -3.1% | -0.1% | 0% | -4% | 14% | 4% | i | 15

Brought forward from above: 2 entries, followed by the next part.
Values run as follows: West Nile virus CPE | NTR1 ag | NTR1 ag cell count 20 µM | KOR beta-arrestin-1 | GPR55 activation | GPR35 antagonists | Salmonella PhoP GFP | KOR beta-arrestin-2 | GPR55 antagonists | T cell modulator | T cell modulator vesicle-bound %
COc1ccc(NC(=O)Nc2cccs2)cn1
  1.2% | nt | nt | -0.6% | -0.3% | 0% | 0% | 1% | 0% | i | 24
O=C(CN1CCC(n2nnc3cc(C(F)(F)F)ccc32)CC1)Nc1ccc2c(c1)OCCO2
  -0.6% | -1.5 | 74 | -3.1% | -0.1% | 0% | -4% | 14% | 4% | i | 15
CCc1ccccc1NCc1cc(=O)oc2cc(C)ccc12
  -0.1% | 1.3 | 60 | 0.6% | 0.2% | -5% | -3% | -33% | 6% | i | 38
CCCN(CCC)CCCNC(=S)Nc1ccc2nc(N3CCCC3)cc(C)c2c1
  25µM* | -0.6 | 84 | -4.6% | -0.2% | 1% | -4% | 7% | 16% | i | 29
O=C(Nc1ccc(F)cc1)N1CCc2ccccc2C1
  -0.3% | -1.3 | 30 | nt | 0.2% | 5% | 1% | 2%[20 µM] | 1% | i | 46
COc1ccc(CN(Cc2cccn2C)S(=O)(=O)c2ccc(F)cc2)cc1
  -1.0% | -0.8 | 52 | 3.6% | 0.0% | -8% | -14% | 8% | 18% | i | 46
CCCC(=O)Oc1ccc(-c2nccc(C(OC)OC)n2)cc1
  0.2% | 0.8 | 45 | -5.2% | -0.2% | 15% | -8% | -9% | 8% | i | 44
CN(C)C(=O)c1cc(C(=O)c2ccccc2Cl)c[nH]1
  -0.3% | -1.6 | 35 | -5.1% | -0.1% | -16% | 1% | -14%[20 µM] | 2% | i | 69
O=C(c1ccc2nc(N3CCOCC3)sc2c1)N1CCC(Cc2ccccc2)CC1
  -0.3% | 8.2 | 80 | 5.9% | 0.2% | 10% | 31% | -13% | 6% | i | 27
O=C(NC(=S)NCc1ccco1)c1cccc(Cl)c1
  -0.8% | 0.9 | 67 | -3.4% | -0.2% | -2% | 6% | 16% | -3% | i | 46
